COUP-TFII inh: inhibitors of human COUP-TFII (NR2F2); HEK293T NGFI-A luciferase reporter, luminescence; inhibition, % at 8.6 µM; 0.7% of 370,000 active; AID 686940;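 active means inhibition above a per-plate cutoff, mean inhibition of test wells between control levels plus 3 SD, cut at about 38% in these data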;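 further: cells cotransfected with COUP-TFII expression vector driving the NGFI-A reporter; 0% = median of COUP-TF2 test wells and 100% = reporter-only cells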
Target sequence (P24468 whole entry, looked up): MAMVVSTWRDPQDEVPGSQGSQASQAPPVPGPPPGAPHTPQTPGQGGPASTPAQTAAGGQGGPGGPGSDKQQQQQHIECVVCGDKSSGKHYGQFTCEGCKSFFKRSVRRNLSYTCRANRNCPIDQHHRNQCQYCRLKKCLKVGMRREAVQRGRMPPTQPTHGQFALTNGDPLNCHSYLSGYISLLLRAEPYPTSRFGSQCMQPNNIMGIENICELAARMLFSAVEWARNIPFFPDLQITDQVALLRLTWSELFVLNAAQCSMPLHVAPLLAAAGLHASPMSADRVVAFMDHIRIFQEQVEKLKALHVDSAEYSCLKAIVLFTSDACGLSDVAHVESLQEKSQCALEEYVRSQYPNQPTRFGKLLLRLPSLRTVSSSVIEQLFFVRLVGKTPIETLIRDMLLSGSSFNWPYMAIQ
EBV LMP1 NFkB: reduces LMP1-driven NF-kappaB luciferase signal | AID 504558 | LMP1-induced NF-kappaB luciferase reporter cells, luminescence | inhibition, % at 12.5 µM | 0.69% of 350,000 active; in the data active means inhibition above about 41%;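 further: 0% = neutral control wells and 100% = reference inhibitor control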
An asterisk follows results filed as active; . = no result given. An excerpt; rates above refer to the full screens.

SMILES | COUP-TFII inh | EBV LMP1 NFkB
COc1ccc(NC(=O)/C(Cl)=C(/Cl)S(=O)Cc2ccccc2Cl)cn1 (centres undefined) | . | 88.7*
CCCCCCNC(=O)N[C@H](C(=O)NCCC[C@H]1CN2C(=NC[C@H]2C)N1CCC(c1ccccc1)c1ccccc1)C(C)O (some centres undefined) | . | -8.5
CSc1ccc(-c2sc(Nc3ccccc3)n[n+]2-c2ccc(F)cc2)cc1 | . | 0.8
C[C@H]1[C@@H](OC(=O)N2CCCC2)CC[C@@]23CCCN2C(=O)CCC[C@@H]13 | -0.3 | .
COc1ccc(C2OCCNC3C2C(=O)N(Cc2ccc(OC)cc2OC)C3Cc2ccccc2)cc1 (centres undefined) | 7.6 | .
Cc1ccc(NS(=O)(=O)c2cc3c(cc2Cl)NC(=O)CO3)cc1C | 13.6 | .
C[C@H]1[C@@H](OC(=O)Nc2cc(Cl)ccc2Cl)CC[C@@]23CCCN2C(=O)CCC[C@@H]13 | -0.1 | .
O=C(Oc1ccc([N+](=O)[O-])cc1)O[C@H]1CC[C@@]23CCCN2C(=O)CCC[C@H]3C1 | 12.2 | .
O=C(Cn1nc(-c2ccccc2)c2ccccc21)Oc1ccccc1 | 14.1 | .
CN1CCC(N[C@@H](Cc2ccccc2)C(=O)NCCCc2ccccc2)(C(=O)NCCc2c[nH]c3ccccc23)CC1 | -25.3 | .
Cn1c(=O)cc(OCCCC(=O)Nc2cc(-c3ccncc3)ccn2)c2ccccc21 | 46.3* | .
CCC[C@H]1[C@@H](OC(=O)NCc2ccc(Cl)cc2)CC[C@@]23CCCN2C(=O)CCC[C@@H]13 | 5.5 | .
COc1ccccc1-c1nnc(SCC#CCOC(=O)c2ccc(F)cc2)o1 | 1.8 | .
c1ccc(-c2cccc(CNc3nc(-c4ccccn4)nnc3-c3ccccc3)c2)cc1 | 50.9* | .
O=S(=O)(N[C@@H]1CCCC[C@H]1N1CCOCC1)c1ccc(Cl)cc1 | -12.6 | .
COc1ccccc1NCc1nc2ccccc2n1C | -38.8 | .
O=C(NCCc1nc2ccccc2n1CCOc1cc(F)ccc1F)C1CCCCC1 | 3.4 | .
CC1=C2NC(N)=[N+](Cc3ccc4c(c3)OCO4)CC2NOC1 (centres undefined) | -21.8 | .
CC[C@H]1/C(=C/c2ccccc2)N2C(=O)C[C@H](c3ccccc3)N=C2N1C | -8.9 | .
CN=C1S/C(=C/c2cc(C)n(-c3cc(C)ccc3OC)c2C)C(=O)N1C | 20.7 | .
COc1cc(OC)cc(C(C)c2ccc(-c3ccccc3)cc2)c1 (centres undefined) | 4.1 | .
CCCC1CCC2(CCCN2CCOC(=S)Nc2ccccc2)CC1 (centres undefined) | 32.6 | .
O=C(NCc1ccco1)O[C@H]1CC[C@@]23CCCN2C(=O)CCC[C@H]3C1 | 0.9 | .
CCCC1CCC2(CC1)CCC2OC(=S)Nc1ccccc1Br (centres undefined) | 17.8 | .
COc1cc(NC(=O)c2cc(C)on2)c(OC)cc1Cl | -0.2 | .

Record cards, from the list above:
Record of COc1ccccc1NCc1nc2ccccc2n1C = COUP-TFII inh = -38.8; EBV LMP1 NFkB = .
Record of O=C(NCc1ccco1)O[C@H]1CC[C@@]23CCCN2C(=O)CCC[C@H]3C1 = COUP-TFII inh = 0.9; EBV LMP1 NFkB = .
Record of CCC[C@H]1[C@@H](OC(=O)NCc2ccc(Cl)cc2)CC[C@@]23CCCN2C(=O)CCC[C@@H]13 = COUP-TFII inh = 5.5; EBV LMP1 NFkB = .

Back to the main list with the 5 entries that preceded the break.
SMILES | COUP-TFII inh | EBV LMP1 NFkB
COc1cc(OC)cc(C(C)c2ccc(-c3ccccc3)cc2)c1 (centres undefined) | 4.1 | .
CCCC1CCC2(CCCN2CCOC(=S)Nc2ccccc2)CC1 (centres undefined) | 32.6 | .
O=C(NCc1ccco1)O[C@H]1CC[C@@]23CCCN2C(=O)CCC[C@H]3C1 | 0.9 | .
CCCC1CCC2(CC1)CCC2OC(=S)Nc1ccccc1Br (centres undefined) | 17.8 | .
COc1cc(NC(=O)c2cc(C)on2)c(OC)cc1Cl | -0.2 | .
C[C@H]1[C@@H](OC(=O)Nc2ccc(C(F)(F)F)cc2)CC[C@@]23CCCN2C(=O)CCC[C@@H]13 | 1.5 | .
C#CCOCCOCCOCCNc1nc(N2CCN(C(=O)Cn3cc(CCCN=C(N)N)nn3)CC2)nc(N2CCN(C(=O)[C@H](Cc3ccc(O)cc3)n3cc(CCO)nn3)CC2)n1 | 10.7 | .
CC(C)C[C@H](NC1(C(=O)NC2CCCCC2)CCN(C(=O)OC(C)(C)C)CC1)C(=O)NCCc1c[nH]c2ccccc12 | 14.9 | .
O=C(Nc1ccc(F)c(C(F)(F)F)c1)Nc1nnc(-c2ccncc2)s1 | -14.8 | .
CC(C)C[C@H](NC(C)(C)C(=O)NC1CCCCC1)C(=O)NCC(c1ccccc1)c1ccccc1 | 20.8 | .
CCc1ccc(Oc2c(Cl)cnn(-c3ccc(C)cc3)c2=O)cc1 | -3.9 | .
CCn1c(=O)cc(N2CCN(c3cccc(C(F)(F)F)c3)CC2)[nH]c1=O | -7.7 | .
C[C@H]1[C@@H](O)CC[C@@]23CCCN2C(=O)CCC[C@@H]13 | 13.0 | .
C[C@@H]1[C@@H](c2ccccc2)OC(O)([C@H](Cc2ccccc2)NC(=O)OC(C)(C)C)CN1C (some centres undefined) | -0.5 | .
O=C(OCC#CCSc1nnc(-c2cccc3ccccc23)o1)c1ccc(OC(F)F)cc1 | -17.3 | .
O=C(OCC#CCSc1nnc(-c2cccc3ccccc23)o1)C1CC1 | -4.7 | .
COC(=O)[C@H]1C[C@]2(C(/C=C(\C)CCC=C(C)C)S(=O)(=O)c3ccccc3)c3ccccc3N[C@H]2N1 (some centres undefined) | 8.2 | .
CCCC1CCC2(CC1)CCC2OC(=S)Nc1ccccc1OC (centres undefined) | 4.6 | .
COc1ccc2ccccc2c1-c1c(C(=O)c2ccc(Br)cc2)[nH]c(N)c1C(=O)NC1CCCCC1 | -1.9 | .
Cc1cccc2c1CCC1CN(Cc3ccccc3)S(=O)(=O)N21 (centres undefined) | -16.4 | .
O=C(Nc1ccc(Cl)cc1Cl)OC1CCC12CCC(c1ccccc1)CC2 (centres undefined) | 1.9 | .
O=C(NCC(c1ccccc1)c1ccccc1)[C@H](Cc1ccccc1)NC1(C(=O)NC2CCCCC2)CCCCCC1 | 22.9 | .
O=C(N1CCc2ccccc2C1)n1cc(C(O)(c2ccccc2)c2ccccc2)nn1 | 35.1 | .
O=P(c1ccccc1)(c1ccccc1)c1cnc2ccccn12 | 8.3 | .
Cc1cc(Cl)ccc1OCC(=O)N/N=C/c1ccc[nH]1 | 21.5 | .
O=S(=O)(Nc1ccc(C(O)(C(F)(F)F)C(F)(F)F)cc1)c1cccs1 | -14.0 | .
Oc1ccc(CCc2c(F)cccc2F)c2cccnc12 | 17.8 | .
COc1cc(-c2csc(N3CCC(C(N)=O)CC3)n2)cc(OC)c1OC | -26.8 | .
COc1ccc2c(c1)Sc1ccc(Cl)cc1N2 | -14.2 | .
CN=C1S/C(=C/c2cc(C)n(Cc3ccccc3)c2C)C(=O)N1C | -33.0 | .
SMILES | COUP-TFII inh | EBV LMP1 NFkB
CCCC1CCC2(CC1)CCC2OC(=S)Nc1ccccc1C(F)(F)F (centres undefined) | -8.6 | .
Cn1c(CNc2ccccc2F)nc2ccccc21 | -45.6 | .
CCc1ccc(/C=C/C(=O)NC2=NCCS2)cc1 | -26.5 | .
C[C@H]1[C@@H](OC(=O)NC2CCCCC2)CC[C@@]23CCCN2C(=O)CCC[C@@H]13 | 14.2 | .
FC(F)(F)c1cc(CNC2CCC23CCCCC3)ccc1Cl (centres undefined) | -1.1 | .
COc1cc(O)c(C(CC(=O)N2CCC(C)CC2)c2ccc3c(c2)OCO3)c(OC)c1 (centres undefined) | -6.3 | .
CC1=CC(=O)C(C2CCCCC2)=C/C1=N\OS(=O)(=O)c1ccccc1 | 48.2* | .
Cc1cccc(C(=O)N[C@H]2CC[C@@]34CCCN3C(=O)CCC[C@H]4[C@H]2C)c1 | -9.6 | .
CNC(C#Cc1ccccc1)c1ccccc1C(F)(F)F (centres undefined) | 20.1 | .
NC1=NS(=O)(=O)Nc2ccccc21 | -22.8 | .
C[C@H]1[C@@H](NCc2ccccc2)CC[C@@]23CCCN2C(=O)CCC[C@@H]13 | 0.1 | .
COc1ccc(S(=O)(=O)N(C)C[C@@H]2Oc3c(NC(=O)Nc4cccc5ccccc45)cccc3C(=O)N([C@@H](C)CO)C[C@H]2C)cc1 | 10.0 | .
O=C(OCC#CCSc1nnc(-c2ccc(F)cc2)o1)c1ccc(F)cc1 | -3.8 | .
CN(C)c1cccc(-c2ccnc(N3CCC(C(N)=O)CC3)n2)c1 | -29.2 | .
O=C(Nc1ccc2ccccc2c1)C1CC2CCC1C2 (centres undefined) | -16.9 | .
Cc1cc2c(s1)c1cnn(Cc3cc(F)ccc3F)c(=O)c1n2C | 10.9 | .
Cc1onc(C(=O)N2CCN(C(c3ccc(F)cc3)c3ccc(F)cc3)CC2)c1[N+](=O)[O-] | 26.8 | .
O=C(NCc1cccc(Cl)c1)O[C@H]1CC[C@@]23CCCN2C(=O)CCC[C@H]3C1 | 6.9 | .
CCCCc1ccc2nc(NC(=O)c3ccc(Br)o3)sc2c1 | -32.6 | .
c1nc(NCC2CCOC2)c2cc(-c3ccc4c(c3)OCO4)ccc2n1 (centres undefined) | -5.9 | .
C=CCNC1CCC12CCC(c1ccccc1)CC2 (centres undefined) | -4.8 | .
C#CCOCCOCCOCCNc1nc(N2CCOCC2)nc(N2CCN(C(=O)[C@H](CCC(=O)O)n3cc(C(N)CO)nn3)CC2)n1 (some centres undefined) | -5.9 | .
CCC[C@H]1[C@@H](NC(=O)/C=C/c2ccccc2)CC[C@@]23CCCN2C(=O)CCC[C@@H]13 | -13.6 | .
Cc1cc2c(s1)c1cnn(Cc3cc(F)c(F)cc3F)c(=O)c1n2C | -10.5 | .
S=C(Nc1ccc(Br)cc1)OCCN1CCCC12CCC(c1ccccc1)CC2 (centres undefined) | -2.8 | .
SMILES | COUP-TFII inh | EBV LMP1 NFkB
COc1cc(NC(=O)c2cnn3c(C)cc(C)nc23)cc(OC)c1OC | -11.0 | .
O=C(NCC(c1ccccc1)c1ccccc1)[C@H](Cc1c[nH]c2ccccc12)NC1(C(=O)NC2CCCCC2)CCCC1 | 13.6 | .
CCCC1CCC2(CCCN2CCOC(=S)Nc2cccc(Cl)c2)CC1 (centres undefined) | 8.2 | .
O=C(Nc1sc2c(c1-c1nc3ccccc3s1)CCNC2)C(F)(F)F | -5.1 | .
CC(C)(N[C@@H](Cc1c[nH]c2ccccc12)C(=O)NCC(c1ccccc1)c1ccccc1)C(=O)NC1CCCCC1 | 12.0 | .
CCC[C@H]1[C@@H](NC(=O)c2ccc(Cl)cc2)CC[C@@]23CCCN2C(=O)CCC[C@@H]13 | 6.9 | .
O=C(OCC#CCSc1nnc(-c2cccc3ccccc23)o1)c1cccc(C(F)(F)F)c1 | -12.3 | .
Cc1ccc(S(=O)(=O)N2C(N)=C(C(=O)NCc3ccc(Br)cc3)C(c3ccc(Cl)cc3)C2C(=O)c2ccccc2)cc1 (centres undefined) | 3.3 | .
Oc1ccc(/C=C/c2ccccc2F)c2cccnc12 | 17.7 | .
O=C1CCC[C@H]2C[C@H](NCc3cccnc3)CC[C@]23CCCN13 | -19.2 | .
OC(c1ccccc1)(c1ccccc1)c1cnc2ccccn12 | -28.1 | .
CCCCCCC/C=C(\C)[C@@H](O)[C@@H](C)C(=O)N1CCC[C@@H]1C(=O)O[C@H](C(=O)O[C@@H](C)C(=O)O)[C@@H](C)CC | 0.0 | .
CN1C2=N[C@H](c3cccc(C(F)(F)F)c3)CC(=O)N2/C(=C\c2ccccc2)[C@H]1c1ccccc1 | 5.7 | .

Records above printed as active in EBV LMP1 NFkB.
SMILES | COUP-TFII inh | EBV LMP1 NFkB
COc1ccc(NC(=O)/C(Cl)=C(/Cl)S(=O)Cc2ccccc2Cl)cn1 (centres undefined) | . | 88.7*
